Dengue-2 NS5 capping: Dengue-2 NS5 methyltransferase inhibitors, primary screen, biochemical, confirmation dose response (AID 588689). inhibition, % at 25 µM, or IC50 in µM where a hit was titrated. Dengue-2 NS5 methyltransferase capping enzyme assay, biochemical; higher % means a stronger effect. hit rate 0.3% among 340,000; in the data active means a potency from the dose series
HIV peptide binding: cell-free HIV fusion peptide-binding blockers – biochemical, uHTS, fluorescence dequenching, primary screen (AID 1986); cell-free peptide binding, fluorescence dequenching, 30 min; higher % means a stronger effect; hit rate 0.3% among 290,000; inhibition, % at 20 µM; hits with a dose series show IC50 in µM; in the data active means inhibition mostly above about 52%, no sharp cut-off; inactive means mostly below about 76%; further: some results filed as inactive read as strong as hits
GPR35 arrestin U2OS: inhibition of zaprinast-stimulated GPR35 beta-arrestin translocation – imaging, U2OS, beta-arrestin-GFP, zaprinast agonist, primary screen (AID 2058) | U2OS GPR35 beta-arrestin-GFP translocation imaging, zaprinast antagonism; higher % means a stronger effect | inhibition, % at 10 µM; hits with a dose series show IC50 in µM | hit rate 0.052% among 290,000;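 active means inhibition of at least 50% with at least 30 cells and total cytoplasm GFP at most 10,000,000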
K1F lysis inhibition: protection from phage-mediated lysis, alamar blue read-out – E. coli UTI89, K1F phage, bacterial capsule biogenesis inhibitors (AID 488966). E. coli UTI89 K1F phage lysis, alamar blue, 2 h; higher % means a stronger effect. inhibition, % at 100 µM; hits with a dose series show IC50 in µM. hit rate 0.02% among 340,000;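 active means phage lysis inhibition, versus mean bacterial control, above a set limit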;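 further: capsule biogenesis inhibitors block K1F phage lysis so surviving cells raise fluorescence; higher fluorescence means more inhibition of phage lysis; actives were called in the ten point dose series up to 300 µM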
Large T inhibition: SV40 large T antigen inhibitors, biochemical (AID 1903); inhibition, % at 20 µM; hits with a dose series show IC50 in µM; hit rate 0.39% among 310,000; SV40 large T antigen ATPase/helicase inhibition assay; higher % means a stronger effect; in the data active means a potency from the dose series; further: strong numbers were not always called active
PhoP inhibition: PhoP-dependent GFP reporter repression – Salmonella Typhimurium, primary screen (AID 1863). hit rate 0.16% among 300,000. S. Typhimurium PhoP-regulated promoter GFP reporter, 4 h; higher % means a stronger effect. inhibition, % at 50 µM, or IC50 in µM where a hit was titrated;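 active means inhibition over 29.93%, a cutoff 3 SD above the screen mean, later confirmed by dose response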;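 further: 0% = low Mg2+ inducing control and 100% = high Mg2+ repressing control; strong numbers were not always called active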
Rac1 GTP hydrolysis: MgcRacGAP GTPase-activating activity inhibitors, confirmation, biochemical, ADP Hunter fluorescence; MgcRacGAP-stimulated Rac1 GTP hydrolysis, ADP Hunter fluorescence; higher % means a stronger effect; GST-tagged Rac1 F28L mutant substrate; one-dose inhibition, % at 30 µM; IC50 in µM for titrated hits; hit rate 0.6% among 340,000; AID 624330;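 active means first-screen hits whose inhibition reached a set limit at any dose in the follow-up dose series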;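 further: fluorescence reports GDP produced by GAP-driven GTP hydrolysis; strong numbers were not always called active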
GPR55 LPI antagonism: inhibition of LPI-stimulated GPR55 beta-arrestin translocation – imaging, U2OS, beta-arrestin-GFP, LPI agonist, primary screen (AID 2013) | U2OS GPR55 beta-arrestin-GFP translocation imaging, LPI antagonism; higher % means a stronger effect | inhibition, % at 10 µM, or IC50 in µM where a hit was titrated | hit rate 0.13% among 290,000;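 active means spots per cell inhibited over 60%, with over 100 cells counted and total cytoplasm intensity under 500,000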;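 further: U2OS cells stably carrying GPR55 and arrestin-GFP stimulated by 5 µM LPI near EC80; imaged beta-arrestin-GFP aggregate spots per cell after agonist stimulation; plate controls were LPI-stimulated DMSO wells for no effect and DMSO wells without LPI for full effect; some results filed as inactive read as strong as hits; confirmed hits need IC50 under 10 µM and bright autofluorescent wells are also inconclusive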
RSV CPE inhibition: RSV antiviral activity via CPE protection, HEp-2 cells, primary 10 µM value included (AID 2391) | CPE inhibition, % at 10 µM, or IC50 in µM where a hit was titrated | HEp-2 cells, RSV-induced CPE inhibition; higher % means a stronger effect | hit rate 0.13% among 310,000; in the data active means a potency from the dose series; further: strong numbers were not always called active
The depositor's hits bear a star; . = no result given; [ ] = another dose, or the depositor's remark.

SMILES	Dengue-2 NS5 capping	HIV peptide binding	GPR35 arrestin U2OS	K1F lysis inhibition	Large T inhibition	PhoP inhibition	Rac1 GTP hydrolysis	GPR55 LPI antagonism	RSV CPE inhibition
COc1ccc(C(=O)NCC(=O)NCC2(N(C)C)CCCCC2)cc1OC	0%	0.9%	17%	-0.1%	2%	-8%	5%	8%	1.6%
CC1=C(C#N)CCC(=O)N1Cc1c(F)cccc1Cl	-17%	0.1%	-2%	1.8%	22%	3%	-5%	-3%	1.3%
O=C(Nc1ccc(Cl)cc1)N1CCN(c2ccc3nnc(-c4ccc(F)cc4)n3n2)CC1	-4%	-4.1%	-36%	0.5%	-1%	-1%	16%	-9%	18%
COc1ccc(CN(C)C(=O)Cc2c[nH]c3ccccc23)c(OC)c1OC	-1%	0.6%	-1%	3.0%[50 µM]	1%	10%	1%	7%	5.7%
CCOCCCNC(=O)C(NC(=O)c1ccc(NC(C)=O)cc1)c1ccccc1 (configuration not stated)	-2%	-2.0%	-6%	1.8%[50 µM]	0%	-5%	6%	23%	0.6%
O=C(NCc1n[nH]c(=S)n1-c1ccc(Cl)c(Cl)c1)c1ccco1	-2%	1.4%	3%	-0.1%	22%	-8%	0%	7%	0.8%
COc1ccc(N(CC(=O)NC2CC3CCC2C3)S(=O)(=O)c2ccc(C)cc2)cc1OC (configuration not stated)	2%	-1.0%	14%	0.0%	1%	3%	6%	6%	2.5%
Clc1ccc(-c2noc(/C=C/c3ccccc3)n2)cc1	-12%	0.2%	1%	0.4%	9%	-1%	6%	18%	1.5%
COc1ccc(/C=N/NC(=O)c2ccc(Cl)cc2)cc1COC(C)=O	-11%	1.8%	17%	0.6%[50 µM]	24%	3%	6%	12%	2.7%
CCOC(=O)[C@H]1[C@H]2COc3ccccc3[C@@H]2N2C(=O)c3cc(F)c(F)cc3NC(=O)[C@@]12C	1%	.	.	1.1%	6%	.	5%	.	-1.4%
COc1cc(NC(=O)C2C3CCC(O3)C2C(=O)O)cc(OC)c1 (configuration not stated)	4%	1.2%	-11%	-2.1%	9%	-5%	-11%	-2%	5.6%
Cc1ccc(OCCCC(=O)Nc2nccs2)cc1	3%	-0.3%	-1%	4.0%	7%	8%	7%	7%	0.4%
C#CCOCCOCCOCCNc1nc(N2CCN(C(=O)CCCCCCCCCCNC(=O)[C@H](CO)n3cc(CCCSC)nn3)CC2)nc(N2CCN(C(=O)CCCCCCCCCCNC(=O)[C@H](CO)n3cc(CCCSC)nn3)CC2)n1	-6%	.	.	-1.1%	12%	-12%	8%	.	0.2%
C#CCOc1ccc2c3c(c(=O)oc2c1)CCCC3	.	-0.5%	9%	-1.5%	9%	2%	14%	-14%	54%
NNC(=O)c1ccccc1OCCOc1ccccc1	2%	1.5%	6%	0.1%	23%	0%	2%	1%	8.7%
O=C(N/N=C\c1ccc(Cl)cc1Cl)c1sccc1-n1cccc1	2%	0.4%	10%	0.9%	28%	-12%	4%	19%	0.4%
CC(=O)Nc1ccc(S(=O)(=O)N2CCN(C(=O)N3CCOCC3)CC2)cc1	-2%	0.3%	12%	12%	1%	-6%	5%	0%	1.7%
CCCCOc1ccc(C(=O)N/C(=C/C=C/c2ccccc2)C(=O)O)cc1	15%	28%	-11%	-2.1%	4%	-12%	14%	13%	3.9%
O=C(CN(Cc1ccccc1)S(=O)(=O)c1ccc(F)cc1)NCCC1=CCCCC1	2%	1.0%	3%	0.0%	11%	3%	5%	20%	-1.4%
S=C(N/N=C/c1ccc(Cl)c(Cl)c1)Nc1ccccc1Cl	-2%	0.0%	0%	0.7%	13%	-6%	5%	-1%	9.0%

Structures shown so far that have nitrogen in an aromatic ring (7):
SMILES	Dengue-2 NS5 capping	HIV peptide binding	GPR35 arrestin U2OS	K1F lysis inhibition	Large T inhibition	PhoP inhibition	Rac1 GTP hydrolysis	GPR55 LPI antagonism	RSV CPE inhibition
O=C(Nc1ccc(Cl)cc1)N1CCN(c2ccc3nnc(-c4ccc(F)cc4)n3n2)CC1	-4%	-4.1%	-36%	0.5%	-1%	-1%	16%	-9%	18%
COc1ccc(CN(C)C(=O)Cc2c[nH]c3ccccc23)c(OC)c1OC	-1%	0.6%	-1%	3.0%[50 µM]	1%	10%	1%	7%	5.7%
O=C(NCc1n[nH]c(=S)n1-c1ccc(Cl)c(Cl)c1)c1ccco1	-2%	1.4%	3%	-0.1%	22%	-8%	0%	7%	0.8%
Clc1ccc(-c2noc(/C=C/c3ccccc3)n2)cc1	-12%	0.2%	1%	0.4%	9%	-1%	6%	18%	1.5%
Cc1ccc(OCCCC(=O)Nc2nccs2)cc1	3%	-0.3%	-1%	4.0%	7%	8%	7%	7%	0.4%
C#CCOCCOCCOCCNc1nc(N2CCN(C(=O)CCCCCCCCCCNC(=O)[C@H](CO)n3cc(CCCSC)nn3)CC2)nc(N2CCN(C(=O)CCCCCCCCCCNC(=O)[C@H](CO)n3cc(CCCSC)nn3)CC2)n1	-6%	.	.	-1.1%	12%	-12%	8%	.	0.2%
O=C(N/N=C\c1ccc(Cl)cc1Cl)c1sccc1-n1cccc1	2%	0.4%	10%	0.9%	28%	-12%	4%	19%	0.4%

More compounds:
SMILES	Dengue-2 NS5 capping	HIV peptide binding	GPR35 arrestin U2OS	K1F lysis inhibition	Large T inhibition	PhoP inhibition	Rac1 GTP hydrolysis	GPR55 LPI antagonism	RSV CPE inhibition
CC(C)Cc1nnc(NC(=O)CCC(=O)N2CCC(C)CC2)s1	-9%	0.7%	1%	0.1%	10%	-9%	9%	10%	1.1%
Cc1cc(C)cc(Oc2ccccc2/C=C\C(=O)O)c1	-2%	7.7%	0%	-0.2%	4%	23%	6%	1%	0.4%
O=C1c2ccccc2-c2nnc(-c3ccc(F)cc3)cc21	-10%	-0.3%	-1%	2.3%	11%	-12%	4%	0%	-0.4%
Cc1cccc(C2c3[nH]c4ccccc4c3CCN2Cc2ccc(C)s2)n1 (configuration not stated)	.	-0.4%	12%	0.1%	7%	-7%	5%	-1%	2.1%
O=C(Nc1ccc(N2CCN(C(=O)c3ccco3)CC2)cc1)c1cccc(F)c1	-3%	-0.1%	11%	0.0%	8%	6%	-1%	12%	9.5%
Cc1ccc(S(=O)(=O)N2CCCCC2)cc1NC(=O)COc1ccccc1F	-6%	-1.0%	20%	0.6%	10%	-3%	0%	7%	1.7%
COc1ccccc1NC(=O)c1c(Nc2ccccc2F)sc(C(=O)Nc2cccc(Cl)c2)c1N	-7%	16%	3%	3.4%	0%	22%	8%	25%	21%
COc1ccc(C(=O)C[n+]2cccc(Br)c2)cc1	-6%	-1.9%	7%	0.5%	-3%	-6%	-16%	1%	-0.1%
CCOCCCNS(=O)(=O)c1ccc(NC(=O)c2ccc(OC)c([N+](=O)[O-])c2)cc1	-7%	0.6%	-19%	2.1%	-4%	2%	-10%	-4%	-1.2%
CCCNC(=O)Cc1c(C)n(C(=O)c2ccc(Cl)cc2)c2ccc(OC)cc12	-2%	3.4%	-12%	0.0%	1%	-6%	3%	-1%	8.5%
CCCc1nc2oc3c(NCC(C)O)ncnc3c2c2c1CCCC2 (configuration not stated)	.	-0.8%	0%	.	4%	3%	.	-5%	-0.6%
CC1(c2cccs2)CC(c2cccs2)=C(C#N)C(=O)N1 (configuration not stated)	-5%	7.7%	-7%	1.0%	8%	-12%	6%	-1%	0.2%
Cc1nn(C)c(C)c1CCC(=O)N1CCCC(N2CCN(c3ccc(F)cc3)CC2)C1 (configuration not stated)	-8%	-1.6%	4%	-0.1%	26%	7%	4%	6%	-0.7%
CC(Oc1ccccc1)C(=O)N1CCC2(CC1)CC(=O)c1ccccc1O2 (configuration not stated)	-5%	.	.	0.5%[50 µM]	11%	7%	4%	.	0.3%
COCc1cc(C)nc(SCC[N+](C)(C)CC(=O)Nc2ccccc2)c1C#N	0%	-0.1%	-1%	-0.1%	5%	7%	-13%	8%	0.4%
CC(C)NC1CS(=O)(=O)CC1O (configuration not stated)	-2%	-2.4%	8%	0.4%	6%	-10%	-4%	-4%	-1.2%
Cc1cc(=S)cc(C)n1CCO	-9%	-2.4%	-5%	0.2%	5%	3%	14%	8%	2.3%
CCOC(=O)C1=C(c2ccccc2)NC(=O)NC1c1cc(OC)c(OC)c(OC)c1 (configuration not stated)	-1%	.	.	1.0%[50 µM]	.	.	7%	.	1.8%
Cc1noc(C)c1C(=O)OCC(=O)c1c(N)n(CC(C)C)c(=O)n(C)c1=O	-2%	0.2%	-4%	0.1%	14%	-1%	8%	1%	0.3%
COc1ccc2c(c1)NC(C)(C)C=C2C	6%	0.5%	8%	1.0%	23%	2%	11%	-3%	0.8%

An excerpt from above, showing only Dengue-2 NS5 capping, PhoP inhibition and HIV peptide binding:
Structure	Dengue-2 NS5 capping	PhoP inhibition	HIV peptide binding
COc1ccc2c(c1)NC(C)(C)C=C2C	6%	2%	0.5%
CCCNC(=O)Cc1c(C)n(C(=O)c2ccc(Cl)cc2)c2ccc(OC)cc12	-2%	-6%	3.4%

Complete entries as entered above. Order of screens: Dengue-2 NS5 capping | HIV peptide binding | GPR35 arrestin U2OS | K1F lysis inhibition | Large T inhibition | PhoP inhibition | Rac1 GTP hydrolysis | GPR55 LPI antagonism | RSV CPE inhibition
Cc1noc(C)c1C(=O)OCC(=O)c1c(N)n(CC(C)C)c(=O)n(C)c1=O reads -2% | 0.2% | -4% | 0.1% | 14% | -1% | 8% | 1% | 0.3%
CCCc1nc2oc3c(NCC(C)O)ncnc3c2c2c1CCCC2 (configuration not stated) reads . | -0.8% | 0% | . | 4% | 3% | . | -5% | -0.6%
CC(C)Cc1nnc(NC(=O)CCC(=O)N2CCC(C)CC2)s1 reads -9% | 0.7% | 1% | 0.1% | 10% | -9% | 9% | 10% | 1.1%

Later entries.
SMILES	Dengue-2 NS5 capping	HIV peptide binding	GPR35 arrestin U2OS	K1F lysis inhibition	Large T inhibition	PhoP inhibition	Rac1 GTP hydrolysis	GPR55 LPI antagonism	RSV CPE inhibition
O=C(NNC(=O)C1CCCC1)c1ccc(F)cc1	-2%	-0.2%	-9%	0.5%	14%	-4%	7%	18%	1.1%
C1=CCC(CN2CCN(C3CCCCCC3)CC2)CC1 (configuration not stated)	-1%	1.8%	-7%	0.3%	14%	2%	31%	57%	2.0%
CCOC(=O)C1=C(C)N=C2SC(C)C(=O)N2C1c1ccccc1 (configuration not stated)	-5%	-0.3%	9%	0.7%	3%	6%	-2%	-22%	-1.4%
O=C(Nc1cccc(S(=O)(=O)N2CCCCCC2)c1)c1ccc2c(c1)OCO2	-11%	1.3%	5%	-9.0%	-9%	10%	-6%	-5%	18%

Bioassay records as filed in PubChem.

An unsorted share of the library; overall some 1.5% were active at least once.
